EBI2 antag: EBI2 receptor antagonists, beta-arrestin recruitment, primary screen, cell-based, luminescence, 7a,25-OHC stimulation, uHTS | 7a,25-OHC stimulated | inhibition, % at 5 µM | 0.81% of 360,000 active; in the data active = inhibition above about 38%;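 also: enzyme fragment complementation signal reports receptor beta-arrestin coupling in cells; 0% = agonist plus DMSO wells and 100% = wells without agonist; some results beyond the cut were filed as inactive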
Target sequence (P32249 whole entry, looked up, the tested form may be a part): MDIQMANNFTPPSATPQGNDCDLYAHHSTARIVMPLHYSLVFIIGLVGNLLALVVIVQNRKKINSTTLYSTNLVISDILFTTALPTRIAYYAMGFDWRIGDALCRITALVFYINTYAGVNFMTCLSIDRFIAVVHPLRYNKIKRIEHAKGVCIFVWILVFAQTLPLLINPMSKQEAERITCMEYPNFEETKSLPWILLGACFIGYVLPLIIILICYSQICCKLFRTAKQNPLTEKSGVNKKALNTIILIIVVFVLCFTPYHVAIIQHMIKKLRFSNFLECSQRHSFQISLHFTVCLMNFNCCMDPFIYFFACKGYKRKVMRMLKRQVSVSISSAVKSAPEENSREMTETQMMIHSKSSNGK
Jurkat NFkB inh: inhibitors of induced NF-kB luciferase reporter, primary screen, TCR NF-kB activation inhibitor project, cell-based, luminescence, uHTS. Jurkat, PMA/ionomycin-induced NF-kB luciferase reporter. inhibition, % at 4 µM. 0.53% of 330,000 active. AID 435003, 2010
Gli-Sufu antag: Gli-Sufu pathway antagonists, primary screen, luciferase luminescence, Sufu-KO-LIGHT cells, uHTS | 0.74% of 340,000 active | Sufu-KO-LIGHT fibroblasts, Gli luciferase reporter luminescence | AID 588413, 2011 | inhibition, % at 5 µM;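 active = inhibition above about 55%, limit read from the data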;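 also: 0% = DMSO-treated cells and 100% = wells with medium but no cells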
CCR6 antagonist: CCR6 receptor antagonists, primary screen, cell-based, CHO-K1, luminescence, beta-arrestin, uHTS; AID 493098, 2011; CHO-K1 CCR6 PathHunter beta-arrestin, CCL20-stimulated; C-C chemokine receptor type 6 (Homo sapiens), P51684; inhibition, % at 20 µM; 0.49% of 340,000 active;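 active = compounds whose inhibition of the agonist-driven luminescence signal at 20 µM reaches about 50%, limit read from the data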;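 also: cells stimulated with CCL20 at 14 nM final; plate controls were DMSO with CCL20 for no effect and DMSO without agonist for full effect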
Target sequence (P51684 whole entry, looked up): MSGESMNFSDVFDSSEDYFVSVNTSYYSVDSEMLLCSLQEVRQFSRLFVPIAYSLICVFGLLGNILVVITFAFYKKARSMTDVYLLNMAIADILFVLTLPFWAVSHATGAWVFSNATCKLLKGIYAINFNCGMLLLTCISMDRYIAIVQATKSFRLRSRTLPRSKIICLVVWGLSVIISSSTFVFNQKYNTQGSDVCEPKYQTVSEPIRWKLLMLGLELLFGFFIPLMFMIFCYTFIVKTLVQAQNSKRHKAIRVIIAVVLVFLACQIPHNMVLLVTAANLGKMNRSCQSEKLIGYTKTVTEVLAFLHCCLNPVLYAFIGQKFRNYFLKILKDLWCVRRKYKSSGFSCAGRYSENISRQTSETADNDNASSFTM
UBC13 inh: UBC13 polyubiquitin chain formation inhibitors, primary screen, biochemical, TR-FRET, uHTS; Ubiquitin-conjugating enzyme E2 N (Homo sapiens), P61088; inhibition, % at 20 µM; 0.47% of 330,000 active; AID 485273, 2010; in the data active = inhibition above about 45%, passing the limit was not always enough
Apaf-1 inh: inhibitors of human Apaf-1 apoptosome, primary screen, biochemical, DEVD-Rh110 fluorescence, uHTS. AID 489030, 2010. reconstituted apoptosome caspase-3 activity. 0.71% of 330,000 active. inhibition, % at 20 µM. Apoptotic protease-activating factor 1 (Homo sapiens), O14727; active = inhibition of at least 40% at 20 µM;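 also: plate controls were DMSO wells for no effect and DEVD-CHO caspase inhibitor wells for full effect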
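Material: cell-free apoptosome with Apaf-1, procaspase-3 and caspase-9; Buffer or medium: Hepes pH 7.5 with detergent and BSA; Reagent: cytochrome c trigger plus (Z-DEVD)2-Rh110 caspase-3 substrate; Times: compound with Apaf-1, dATP, procaspase-3 30 min, then 50 min reaction, room temperature; Technique: Rh110 fluorescence intensity.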
697 NFkB inh: inhibitors of PMA/ionomycin-induced NF-kB reporter, 697 cells, primary screen, B-cell NF-kB inhibitor project, cell-based, luminescence, uHTS; 697 B-cell NF-kB luciferase reporter, 16 h; inhibition, % at 4 µM; 0.33% of 330,000 active; AID 435022, 2010; in the data active = inhibition above about 35%
SENP8 inh: SENP8 protease inhibitors, primary screen, biochemical, luminescence; 1.2% of 330,000 active; Sentrin-specific protease 8 (Homo sapiens), Q96LD8; inhibition, % at 10 µM; purified SENP8, Z-RLRGG-aminoluciferin cleavage
Target sequence (Q96LD8 whole entry, looked up): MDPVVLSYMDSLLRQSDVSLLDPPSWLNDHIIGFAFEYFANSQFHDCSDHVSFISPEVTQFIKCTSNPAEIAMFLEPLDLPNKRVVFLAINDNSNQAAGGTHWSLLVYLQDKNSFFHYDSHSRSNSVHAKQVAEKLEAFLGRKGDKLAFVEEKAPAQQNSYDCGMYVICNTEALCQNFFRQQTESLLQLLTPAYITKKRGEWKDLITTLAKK
Active calls of the source: *; . = not tested or not shown. Rule as the data show it, unless noted: active = inhibition above about 50%; inactive = the rest. An excerpt; the hit share may differ from the screen's.

Molecule	EBI2 antag	Jurkat NFkB inh	Gli-Sufu antag	CCR6 antagonist	UBC13 inh	Apaf-1 inh	697 NFkB inh	SENP8 inh
O=C(c1ccncc1)N1N=C(c2ccc(Cl)cc2)CC1c1ccccc1O (stereo unspecified)	6	-67	23	14	7	21	-48	2
Cc1nc([N+](=O)[O-])cn1CC(=O)Nc1ccc2c(c1)OCO2	-6	9	-5	10	4	0	18	-8
Cc1ccc(S(=O)(=O)N2CCC(C(=O)N[C@H](C(=O)NCc3ccco3)C(C)C)CC2)cc1	-4	2	2	2	-10	0	-1	-3
CCC(Oc1ccc(C)c(C)c1)C(=O)N1CCCN(C)CC1 (stereo unspecified)	-1	5	-2	-1	0	-4	12	4
COc1nnc(-c2ccc(N3CCOCC3)c(NC(=O)c3ccco3)c2)c2ccccc12	18	3	-2	12	13	12	2	2
COc1cc2cc(C(=O)N3CCN(Cc4ccc5c(c4)OCO5)CC3)[nH]c2cc1OC	13	-7	8	10	-4	3	13	-10
Nc1nonc1-n1nnc(C(=O)N/N=C/c2c(Cl)cccc2Cl)c1CN1CCOCC1	-7	-12	-8	0	-8	8	5	-11
O=C(NCc1cccnc1)/C(=C/c1ccc([N+](=O)[O-])cc1)NC(=O)c1ccccc1	8	-2	4	2	-24	-5	-11	1
COc1ccc(CCNC(=O)c2oc3ccccc3c2C)cc1	6	-8	-24	12	17	2	-5	-3
Cc1ccc(/C(O)=C2\C(=O)C(=O)N(C)C2c2ccc(F)cc2)cc1 (stereo unspecified)	0	-5	2	-3	-6	4	1	-6
Cn1c(=O)oc2cc(S(=O)(=O)NCCC(=O)Nc3ccc4c(c3)OCCO4)ccc21	-3	3	7	-8	7	-8	14	0
Cc1ccc(CN2CCNC(=O)C2CC(=O)N(C)C2CCCCC2)o1 (stereo unspecified)	-13	-2	0	10	6	0	-5	2
CC(C)N(NC(=O)c1cccc2ccccc12)C(C)C	3	-5	23	11	4	-19	12	0
Cc1ccc(C)c(N2N=C(C(=O)Nc3cccc(S(=O)(=O)N4CCCCC4)c3)CCC2=O)c1	-9	15	-5	-5	-4	10	13	-10
COCCCNC(=O)CSc1ccsc1[N+](=O)[O-]	-12	12	2	3	-3	-15	11	0
COC(C/C=C/[C@@H](O)COCc1ccccc1)OC	1	6	-3	-5	-4	-2	14	-14

Rewritten with each value named: 2 of the compounds above.
O=C(c1ccncc1)N1N=C(c2ccc(Cl)cc2)CC1c1ccccc1O (stereo unspecified)
  EBI2 antag: 6 | Jurkat NFkB inh: -67 | Gli-Sufu antag: 23 | CCR6 antagonist: 14 | UBC13 inh: 7 | Apaf-1 inh: 21 | 697 NFkB inh: -48 | SENP8 inh: 2
Cc1nc([N+](=O)[O-])cn1CC(=O)Nc1ccc2c(c1)OCO2
  EBI2 antag: -6 | Jurkat NFkB inh: 9 | Gli-Sufu antag: -5 | CCR6 antagonist: 10 | UBC13 inh: 4 | Apaf-1 inh: 0 | 697 NFkB inh: 18 | SENP8 inh: -8

(list continues)
Molecule	EBI2 antag	Jurkat NFkB inh	Gli-Sufu antag	CCR6 antagonist	UBC13 inh	Apaf-1 inh	697 NFkB inh	SENP8 inh
O=C(Cn1ccc(NC(=O)OCc2ccccc2)nc1=O)NCc1ccccn1	-4	-3	-15	3	0	-4	-8	6
COc1ccc(CCNC(C)C(=O)Nc2ccc(S(N)(=O)=O)cc2)cc1 (stereo unspecified)	-6	0	2	-2	4	1	9	4
CCCn1nc(C(=O)NNC(=O)CCCOc2ccc(C)cc2)c2ccccc2c1=O	6	5	1	9	-2	0	-11	-5
NC(=O)c1c(NC(=O)Cc2cccs2)sc2c1CCC2	4	-11	-18	-2	6	0	-5	-2
Cc1cccc(Nc2nnc(SCC(=O)Nc3cccc(S(=O)(=O)N4CCCCC4)c3)s2)c1	-1	-34	1	10	-7	16	-17	-6
c1ccc(CCc2ccccc2-c2nc(-c3ccccn3)no2)cc1	-20	6	7	9	6	21	-4	-2
CC1=NNC(=O)C1C(c1ccc(F)cc1)C(C#N)C#N (stereo unspecified)	3	5	1	-6	-4	4	-2	-6
O=C(CSc1nnc(-c2ccc(Cl)s2)o1)N1CCc2ccccc21	.	-7	.	.	1	9	-15	-6
COc1ccc(OC)c(NC(=O)CCCC(=O)NC2CCCCC2)c1	3	-5	6	5	10	-11	22	4
COc1ccc(NC(=O)CN(C)S(=O)(=O)c2cnc[nH]2)cc1OC	-9	-1	5	14	1	-5	9	3
CC(NC(=O)c1ccccc1NC(=O)c1ccco1)C(=O)O (stereo unspecified)	-3	4	-1	-3	2	-11	19	1
Cc1ccccc1/C=N/NC(=O)c1ccc(-n2cnnn2)cc1	6	-1	-2	-7	3	-11	14	2
O=c1[nH]c2ccc(S(=O)(=O)N3CCN(C4CCCCC4)CC3)cc2[nH]c1=O	-3	10	1	-4	12	-7	22	0
CN(C(=O)COC(=O)C12CC3CC(CC(C3)C1)C2)c1c(N)n(Cc2ccccc2)c(=O)[nH]c1=O	-6	6	4	9	-20	16	-1	-3
CC[C@]12c3[nH]c4ccc(OC)cc4c3CCN1C(=O)C(CC(=O)NCc1ccco1)C[C@@H]2C(=O)N1CCN(C(=O)C2CC2)CC1 (stereo partly specified)	7	.	-3	14	.	7	-2	.
COc1ccc(-c2csc(NC(=O)COC(=O)Cc3ccc(Cl)cc3Cl)n2)cc1	.	-72	.	.	5	1	-67	2
Cc1ccc(C(=O)Nc2c[nH]c(=O)[nH]c2=O)cc1	4	-7	-1	-2	-4	0	-6	-8
COc1ccccc1CNc1ncccn1	-1	-23	8	-2	-6	-2	-9	-10
Fc1ccc(NC(=S)N2CCOCC2)c(F)c1	9	16	5	-4	0	-3	10	-2
Cc1ccc(CCNC(=O)CN(C)S(=O)(=O)c2ccc3c(c2)n(C)c(=O)c(=O)n3C)cc1	5	-8	-2	-4	-13	-6	11	1
CCOC(=O)C1(C)C=C(Nc2ccc(OC)cc2)C(=O)N1c1ccc(OC)cc1 (stereo unspecified)	2	11	-2	9	7	3	-9	0
COCCN(C(=O)CNC(=O)c1cccs1)C(C(=O)NC1CCCCC1)c1ccco1 (stereo unspecified)	-4	6	-7	-3	-3	-4	7	-6
COc1ccc(CNC(=O)CCCn2ccc3cc(S(=O)(=O)N4CCCC4)ccc32)cc1	3	44	59*	9	3	-1	-17	-3
O=C(CSc1nc2ccccc2n1-c1ccccc1)NCC1CCCO1 (stereo unspecified)	-1	9	6	28	2	3	15	-4
CCCCOc1ccc(C(=O)N(Cc2ccco2)C2CCS(=O)(=O)C2)cc1 (stereo unspecified)	3	1	-4	2	1	-1	-2	5
CN1CCN(NC(=O)Nc2ccc(Br)cc2Cl)CC1	-4	-7	-32	-6	-2	-5	1	-1
CCCCNCCOCCOc1ccc(Cl)cc1Br	4	-4	6	-2	13	5	-1	-5
O=c1c2sccc2nc(SCc2ccc([N+](=O)[O-])cc2)n1Cc1ccccn1	-2	-10	7	18	19	-6	-45	-1
Cc1ccc(CSc2nnc3ccc(-c4ccncc4)nn23)cc1	7	8	-19	3	-5	-15	-2	-1
CC(=O)Nc1ccc(S(=O)(=O)Nc2cccc(-c3csc(C)n3)c2)cc1	-12	15	25	-5	5	6	-14	1
O=c1ccc(-c2ccc(S(=O)(=O)Nc3ccc(F)cc3)s2)n[nH]1	-9	9	23	5	-7	6	5	5
COC(=O)c1ccccc1NC(=O)c1cc2ncc(Br)cn2n1	5	-12	-4	8	22	-10	-12	1
O=C(Nc1cccc(S(=O)(=O)NC2=NCCC2)c1)c1ccccc1OC(F)F	-8	15	-14	0	-4	5	6	4
CCOC(=O)c1oc2ccccc2c1CSc1nnnn1-c1ccccc1	15	-3	7	23	2	11	-1	3
CCC1C(O)=C(c2ccccn2)C(=N)N1c1ccccc1 (stereo unspecified)	1	-23	1	14	1	-5	13	2
COc1cc(C2CC(c3cccnc3)=NN2c2ccc(F)cc2)cc(OC)c1OC (stereo unspecified)	10	13	6	6	7	17	-7	-8
Cc1cc(Cl)c(OCCOCCN2CCN(C)CC2)c(Br)c1	1	-12	13	8	2	-2	-7	17
C=CCSc1nnc(-c2ccccc2N=Cc2c(C)[nH]n(-c3ccccc3)c2=O)c(=O)[nH]1	3	2	2	19	-14	-16	6	14
CC(=O)Nc1ccccc1-c1nc2cc(C#N)c(C#N)cc2[nH]c1=O	5	-5	-11	7	2	2	-13	6
O=C(c1ccc(Br)cc1)c1cc2ccc(O)cc2oc1=O	-1	-9	-9	11	1	5	0	92*
CC(C)(C)c1cc(C(=O)NNC(=O)c2ccc(C(F)(F)F)cc2)no1	-1	-13	-5	-6	-2	6	-5	0
COc1ccc(C(C#N)(CCC#N)CCC#N)cc1OC	-8	-3	1	3	-8	-1	-7	3
CCn1cc(C(=O)NCCc2ccc(Cl)cc2)c(=O)c2ccc(C)nc21	4	-11	-3	11	-2	12	-12	-8
CCOC(=O)c1ccc(NC(=O)NNS(=O)(=O)c2cc(OC)ccc2OC)cc1	1	-14	-8	8	-3	15	-1	-9
COc1ccc(SCCN2CC[C@@H](O)CCC2=O)cc1	-10	1	-10	-1	3	-16	2	9
CCOC(=O)C(=O)N=Nc1c(O)[nH]c2ccccc12	-5	4	6	-6	-10	-18	-17	-6
CC1(C)CC(=O)c2sc(NC(=O)c3ccc4ncsc4c3)nc2C1	4	-6	-14	7	-23	12	-33	-1
Cc1cc(NC(=O)COC(=O)CCNS(=O)(=O)c2ccccc2)n(-c2ccccc2)n1	-6	7	1	12	4	1	22	13

Whole records from above. Order of screens: EBI2 antag | Jurkat NFkB inh | Gli-Sufu antag | CCR6 antagonist | UBC13 inh | Apaf-1 inh | 697 NFkB inh | SENP8 inh
`CC(C)(C)c1cc(C(=O)NNC(=O)c2ccc(C(F)(F)F)cc2)no1` is listed with -1 | -13 | -5 | -6 | -2 | 6 | -5 | 0
`CC1(C)CC(=O)c2sc(NC(=O)c3ccc4ncsc4c3)nc2C1` is listed with 4 | -6 | -14 | 7 | -23 | 12 | -33 | -1

(cont.)
Molecule	EBI2 antag	Jurkat NFkB inh	Gli-Sufu antag	CCR6 antagonist	UBC13 inh	Apaf-1 inh	697 NFkB inh	SENP8 inh
COC(=O)c1cccc(NC(=O)c2cccc([N+](=O)[O-])c2)c1	12	-11	-6	8	0	4	11	-7
CCCCC(c1nnnn1CS(=O)(=O)c1ccc(C)cc1)N1CCN(C)CC1 (stereo unspecified)	-13	-9	1	-17	1	5	-22	-11
CNC(=S)NNC(=O)c1cc(C(C)(C)C)nn1Cc1ccc(F)cc1	7	1	8	3	4	-2	-2	-6
CC(=O)NC1(C(F)(F)F)NC(=O)N(C2CCCCC2)C1=O (stereo unspecified)	10	15	-1	0	8	-10	24	-1
CCOCC(=O)Nc1ccc2c(c1)OCCO2	1	-46	-20	-19	-9	5	-44	-22
Fc1cccc(-c2cc3nc4c(c(N5CCC6(CC5)OCCO6)n3n2)CCCC4)c1	-17	-45	1	7	16	15	-62	-8
Cc1cc2cc(OCC(=O)O)ccc2n1C	-7	3	6	12	-17	-4	-17	2
COc1ccc(C)cc1NC(=O)CCN1CCCC1	-7	-10	7	9	9	1	-1	1
CCOC(=O)c1cc(NC(=O)Nc2nccs2)c(C)nc1C	-1	-4	-12	7	3	6	-28	-8
CC(C)c1c(C#N)c(N)nc(SCC(=O)c2cc3ccccc3oc2=O)c1C#N	4	-5	7	7	-2	3	3	-1
Cc1ccc2nc(N3CCC(C(=O)NC4CCCCC4)CC3)sc2c1	-3	14	22	9	3	3	-14	1
COCCCNC(=O)CN(c1cc(Cl)ccc1OC)S(=O)(=O)c1ccc(C)c([N+](=O)[O-])c1	-2	-18	11	-1	3	15	-2	-10
